GLP1R inv ag = qHTS of GLP-1 Receptor Inverse Agonists (Inhibition Mode) | Glucagon-like peptide 1 receptor (Homo sapiens), P43220 | HEK293 GLP-1R CRE-luciferase, luminescence, 24 h; GLP-1R form is constitutively active | Potency, µM (titrated, usually from 38.3 µM), for inactives: at the top dose activity change, negative = inhibition, usual class: inhibitors | 410,000 tested, 1.6% active; further: potency means the concentration at half of the fitted maximal effect; on the % scale 0 is the no-effect control and ±100 the full control effect; nearly all actives have a fitted effect of over 55% in size
Target sequence (P43220 whole entry, looked up): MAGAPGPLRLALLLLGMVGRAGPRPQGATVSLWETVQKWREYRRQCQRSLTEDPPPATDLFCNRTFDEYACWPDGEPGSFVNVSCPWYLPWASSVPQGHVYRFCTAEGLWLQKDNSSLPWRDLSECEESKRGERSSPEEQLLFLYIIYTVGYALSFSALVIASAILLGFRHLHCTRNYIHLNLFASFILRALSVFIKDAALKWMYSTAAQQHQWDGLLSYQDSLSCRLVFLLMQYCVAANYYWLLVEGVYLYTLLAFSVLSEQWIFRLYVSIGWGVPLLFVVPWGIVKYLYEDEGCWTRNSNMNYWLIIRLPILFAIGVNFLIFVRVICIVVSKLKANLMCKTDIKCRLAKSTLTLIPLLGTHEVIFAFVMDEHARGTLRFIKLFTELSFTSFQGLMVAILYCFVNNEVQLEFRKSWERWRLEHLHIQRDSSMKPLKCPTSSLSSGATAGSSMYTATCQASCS
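Assay principle: reduced luminescence from a cAMP-responsive reporter in HEK293 cells co-expressing a constitutively active GLP-1R. Conditions: 24 hr compound incubation, 37 deg C, 5% CO2.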
DRD3 agonist = qHTS of D3 Dopamine Receptor Agonist: qHTS; D(3) dopamine receptor (Homo sapiens), P35462; D3R DiscoveRx beta-arrestin cells, luminescence, 90 min; max activation, %; 410,000 tested, 0.58% active; AID 652048, 2013; in the data active means max activation above about 30%; further: 0% is about no effect; mostly tested at two doses, the higher about 12 µM
Target sequence (P35462 whole entry, looked up): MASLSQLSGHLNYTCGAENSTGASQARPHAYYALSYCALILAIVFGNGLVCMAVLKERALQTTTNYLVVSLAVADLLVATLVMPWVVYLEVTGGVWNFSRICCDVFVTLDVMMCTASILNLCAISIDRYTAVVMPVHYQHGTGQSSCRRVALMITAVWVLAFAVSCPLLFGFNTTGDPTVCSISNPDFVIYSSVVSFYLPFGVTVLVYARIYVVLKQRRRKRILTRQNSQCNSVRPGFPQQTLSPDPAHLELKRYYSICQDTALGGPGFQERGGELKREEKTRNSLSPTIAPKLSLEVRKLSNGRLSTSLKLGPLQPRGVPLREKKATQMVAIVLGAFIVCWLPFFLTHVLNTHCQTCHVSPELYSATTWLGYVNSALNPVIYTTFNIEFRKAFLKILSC
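Agonist-mode cell screen: cells plated at 1500/well and incubated overnight at 37 °C, then exposed to library compounds for 90 min at 37 °C. Detection reagent was added for 30–60 min at room temperature, and luminescence was read.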
KB-V1 MDR tox = qHTS assay for MDR1-selective chemotherapeutics: Primary screen using the drug-selected MDR subline cells KB-V1; Potency, µM (top dose mostly 46.1 µM), for the others: at the top dose activity change, negative = cytotoxicity, actives largely listed as cytotoxic; KB-V1 MDR cells viability, CellTiter-Glo, 72 h; AID 1347076, 2019; 400,000 tested, 3.4% active; further: potency means the concentration at half of the fitted maximal effect; on the % scale 0 is the no-effect control and ±100 the full control effect; nearly all actives have a fitted effect of over 60% in size
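Readout: CellTiter-Glo luminescence, 10 min after addition. Cells: KB-V1 MDR subline, 72 h at 37 degrees C with compound. Analysis: corrected, normalized data fitted to concentration-effect curves.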
PTHR1 ag = qHTS for PTHR1 Agonists: Primary Screen | HEK293 GP2 PTHR1 cells, GloSensor cAMP luminescence, 1 h | Potency, µM (doses to about 115 µM), inactives show at the top dose activation, usual class: activators | Parathyroid hormone/parathyroid hormone-related peptide receptor (Homo sapiens), Q03431 | 410,000 tested, 0.075% active | AID 743266, 2014; further: potency means the concentration at half of the fitted maximal effect; nearly all actives have a fitted effect of over 55% in size; some results filed as inactive show a strong effect at the top dose; inactives centre near -15; many of its hits are not listed in these tables
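HEK-293-derived GP2 cells expressing PTHR1 and a GloSensor cAMP reporter, 3,000/well, plated overnight, given luciferin plus IBMX (each 0.5 mM as added) for 1 h at 37 °C, then compound for 1 h at 37 °C. Luminescence was read after 15 min at room temperature.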
GLP-1R agonist = qHTS of GLP-1 Receptor Agonists. Glucagon-like peptide 1 receptor (Homo sapiens), P43220. HEK293 GLP-1R CRE-luciferase, luminescence, 4-6 h; cells express a hypersensitive GLP-1R form. Potency, µM (series often up to 45.6 µM), for the others: at the top dose activation, actives largely listed as activators. 380,000 tested, 0.007% active. AID 624172, 2012; further: potency means the concentration at half of the fitted maximal effect; % of control where 0% means no effect
HEK293 tox = qHTS of GLP-1 Receptor Inverse Agonists: Cytotox Screen; HEK293 cAMP-luciferase reporter cells, luminescence, 24 h; Potency, µM (top dose mostly 38.3 µM), without a hit: at the highest dose activity change, negative = inhibition, most hits filed as inhibitors; 410,000 tested, 0.13% active; AID 624418, 2012;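 further: loss of luciferase light is scored as toxicity; potency means the concentration at half of the fitted maximal effect; on the % scale 0 is the no-effect control and ±100 the full control effect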
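To flag toxic compounds, the library was rerun on cells for 24 hr at 37 deg C and 5% CO2. Viability-linked luminescence was captured 12 min after adding luciferase detection reagent.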
aSyn yeast inh = qHTS of alpha-syn Inhibitors. AID 652106, 2013. Potency, µM (titrated, usually from 46.1 µM), for inactives: at the top dose growth rescue (activation), usual class: activators. 370,000 tested, 0.14% active. Yeast expressing alpha-synuclein, growth rescue, BacTiter-Glo, 24 h; further: potency means the concentration at half of the fitted maximal effect; % of control where 0% means no effect; nearly all actives have a fitted effect of over 65% in size
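Readout is rescue of growth in alpha-synuclein-expressing yeast, so inhibitors of toxicity appear as activators. Growth after 24 hr at 30 deg C in galactose medium is quantified by luminescence.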
TDP43 rescue = qHTS of TDP-43 Inhibitors; TDP-43 expressing yeast growth rescue, BacTiter-Glo, 24 h; Potency, µM (doses to about 46.1 µM), without a hit: at the top dose growth rescue (activation), actives largely listed as activators; 410,000 tested, 1.8% active; further: potency means the concentration at half of the fitted maximal effect; % of control where 0% means no effect; nearly all actives have a fitted effect of over 50% in size
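Readout is BacTiter-Glo luminescence of cell growth, so inhibitors register as activators. TDP-43-expressing yeast at OD600=0.02 in galactose medium, after raffinose pregrowth to mid-log, were incubated with compound for 24 hr at 30 deg C.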
DRD3 antagonist = qHTS of D3 Dopamine Receptor Antagonist: qHTS. 360,000 tested, 2.5% active. max response, negative = inhibition, %. D(3) dopamine receptor (Homo sapiens), P35462. D3R cells, DiscoveRx beta-arrestin luminescence, antagonist mode; stronger effect = lower value. AID 652054, 2013; in the data active means max response below about -50%; inconclusive means no clear call, values can overlap the other calls; further: on the % scale 0 is the no-effect control and ±100 the full control effect; mostly tested at two doses, the higher about 12 µM
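Cells expressing the human receptor were seeded at 1500 cells/well, incubated overnight at 37 degrees C in 5% CO2, then exposed to library compounds with dopamine controls for 90 minutes at 37 degrees C before luminescent detection.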
* marks the source's active call; other numbers are inactive results; i = inactive; ? = inconclusive; / = not tested or not shown; [ ] = remark or other dose. Unless noted, the call rests on the fitted dose curve; in most records, active means well fitted curve in the direction sought with a large enough effect; inconclusive means small, poorly fitted or top-dose-only effect, or another doubt; inactive means no such curve, though single readings can be large; an effect the other way counts as inactive or inconclusive.

Every second line gives: GLP1R inv ag, DRD3 agonist, KB-V1 MDR tox, PTHR1 ag, GLP-1R agonist, HEK293 tox, aSyn yeast inh, TDP43 rescue, DRD3 antagonist
- O=C(COc1ccc2c3c(c(=O)oc2c1)CCCC3)NCCCn1ccnc1
    66%[activator], 1, ?, -11%, 14%, 1%, 1%, 4%, 8
- COc1ccc(Cc2nnc(SCC(=O)c3ccc(OC)cc3)o2)cc1
    25%, 2, -5%, -10%[57.5 µM], 8%, -31%, 16%, ?, 6
- NS(=O)(=O)c1ccc(Nc2nc3ccccc3nc2NS(=O)(=O)c2cccc([N+](=O)[O-])c2)cc1
    4%, 4, -3%, -13%, 0%, 22%, -3%, 4%, 3
- Cc1ccccc1-c1noc(CCC(=O)NCc2ccco2)n1
    ?, 3, 6%, -9%, -17%, 6%, 3%, ?, 13
- Cc1ccc(-n2nc(C)c3c(C(=O)Nc4ccccc4C(F)(F)F)cc(C)nc32)cc1
    -14%, 23, 2%, -26%, /, 0%, /, 6%[9.22 µM], /
- CCn1nnnc1NC(=O)c1ccc2ccccc2c1
    6%, -4, 0%, -21%, 2%, -1%, -8%, 8%, 2
- CS(=O)(=O)Nc1ccccc1C(=O)OCC(=O)NC1CC1
    13%, -9, 8%, ?, -1%, 21%, -5%, 1%, -23
- O=C(Nc1ccn(CCCNCCN2CCOCC2)c(=O)n1)OCc1ccccc1
    -12%, -34, 0%, -15%, -1%, -6%, 2%, 8%, -16
- CCOC(=O)c1c(CN2CCOCC2)n(-c2ccccc2)c2cc(Br)c(O)cc12
    -4%, 0, 5%, i, -8%, -16%, /, -13%, 9
- CCOc1ccc(C(=O)NCCNC(=O)c2ccc(OCC)cc2)cc1
    2%, 4, 0%, -9%, -1%, 9%, -6%, 5%, 11
- Fc1ccc(CCNC(=S)Nc2ccc(F)cc2)cc1
    -41%, 3, ?, -11%, 4%, ?, -7%, ?, -4
- O=C1CSC2(C(=O)N(Cc3cccc(C(F)(F)F)c3)c3ccccc32)N1c1ccc(F)c(F)c1 (stereo not drawn)
    ?, -6, -16%, -16%, -1%, 5%, -14%, ?, /
- CC(C)Cc1nc(N2CCOCC2)c(C#N)c2c1CCC2
    ?, -6, -1%, -1%, 13%, 7%, 0%, ?, 37
- c1cncc(C(c2nnnn2C2CCCC2)N2CCCC2)c1 (stereo not drawn)
    -3%, 4, -23%, i, 4%, -12%, -8%, -3%, 5
- O=C(CCCCCn1c(=S)[nH]c2ccc(N3CCOCC3)cc2c1=O)NCc1ccc(Cl)cc1
    -17%[7.66 µM], 2, 1%, -13%, 0%, 16%[7.66 µM], 1%, 4%, 3
- Cc1n[nH]c(C)c1N=Nc1ccc(Br)cc1
    ?, -1, ?, i, 6%, -14%, -19%, 3.5µM*, 8
- Cc1ccc(Cn2ncc3c(N4CCN(c5ccccc5C)CC4)ncnc32)cc1
    3.5µM*, 11, ?, -79%[inhibitor][57.5 µM], -7%, 0%, 2%, 6%, 4
- Cc1cccc(C(C)C)c1NC(=O)COC(=O)CCN1C(=O)C2CC=CCC2C1=O (stereo not drawn)
    7%, 4, -5%, -11%, 3%, 6%, 0%, -2%, 4
- Cc1cnc(SCc2cnc(C)nc2N)nc1
    17%, 12, ?, i, 0%, 9%, -1%, 5%, 3
- Oc1ccccc1-c1cc(-c2ccc(Cl)cc2)n[nH]1
    ?, -7, ?, -91%[inhibitor], -7%, -25%, -23%, ?, 15

Whole records from above:
`O=C(Nc1ccn(CCCNCCN2CCOCC2)c(=O)n1)OCc1ccccc1` is listed with GLP1R inv ag = -12%; DRD3 agonist = -34; KB-V1 MDR tox = 0%; PTHR1 ag = -15%; GLP-1R agonist = -1%; HEK293 tox = -6%; aSyn yeast inh = 2%; TDP43 rescue = 8%; DRD3 antagonist = -16
`CS(=O)(=O)Nc1ccccc1C(=O)OCC(=O)NC1CC1` is listed with GLP1R inv ag = 13%; DRD3 agonist = -9; KB-V1 MDR tox = 8%; PTHR1 ag = ?; GLP-1R agonist = -1%; HEK293 tox = 21%; aSyn yeast inh = -5%; TDP43 rescue = 1%; DRD3 antagonist = -23

(list continues)
Every second line gives: GLP1R inv ag, DRD3 agonist, KB-V1 MDR tox, PTHR1 ag, GLP-1R agonist, HEK293 tox, aSyn yeast inh, TDP43 rescue, DRD3 antagonist
- Cc1c(C)c2cc3c4c(oc3c(C)c2oc1=O)CCCC4
    4%, 9, -16%, i, -5%, -8%, 4%, 5%, 18
- CCCN(CCC)CCCNC(=O)CCNS(=O)(=O)c1ccc(Br)cc1
    ?, -3, -10%, 11%, 16%, -10%, 0%, 15%, 0
- O=C(CN1C(=O)COc2ccc(S(=O)(=O)N3CCOCC3)cc21)N1CCN(c2cccc(Cl)c2)CC1
    4%, 8, -14%, -3%, 3%, 4%, -2%, 12%, /
- CCC(=O)Nc1cccc(-c2nc3ccc(C)cc3o2)c1
    -19%, 4, -7%, -19%, 13%, -11%, -17%, ?, 2
- COC(=O)c1ccc(OC(=O)C23CCC(C)(C(=O)O2)C3(C)C)cc1 (stereo not drawn)
    6%, -3, -5%, i, -5%, 8%, -8%, 13%, 4
- COc1ccc2oc(C(=O)OCC(=O)NC(=O)c3ccccc3)c(C)c2c1
    27%, -3, 0%, -1%, 1%, 6%, -2%, 2%, -7
- CCCCN1C(=O)/C(=C/C=C2\Oc3ccccc3N2CC)SC1=S
    -15%, -3, -2%, i, 1%, -22%, 5%, -6%, 9
- Cc1ccc(S(=O)(=O)N(CC(=O)N/N=C/c2ccccc2C(=O)O)c2cc(Cl)cc(Cl)c2)cc1
    -20%, -8, -13%, -10%, 3%, 0%, 1%, -19%, -23
- O=C(NCCCn1ccnc1)c1cc(Br)c(Br)s1
    -4%, 1, -5%, i, 3%, -7%, 2%, 23%, 14
- CC(C)(C)C(=O)c1cnc(Nc2ccccc2Cl)s1
    ?, -3, -3%, -23%[57.5 µM], 21%, 1%, -6%, 23%, 10
- COc1ccc(NC(=O)COC(=O)C2CC(=O)N(c3ccc(C)cc3)C2)cc1 (stereo not drawn)
    17%, 6, ?, i, 1%, -10%, -2%, -9%, 7
- CCc1ccccc1NC(=O)/C(=C/c1ccco1)c1ccccc1
    7.1µM*, 9, -29%, -6%[57.5 µM], -4%, -5%, 15%, 18%, 12
- CC(C)OP(=O)(OC(C)C)C(NC(=O)c1ccccc1)C(N)=O (stereo not drawn)
    10%, 8, 1%, i, 10%, -4%, -3%, -14%, -4
- CCN(CC)CCNC(=O)/C(=C/c1cn(CC)c2ccccc12)NC(=O)c1cc(OC)c(OC)c(OC)c1
    ?, -7, -1%, -7%, 0%, 8%, -3%, -5%, -12
- COCCCNc1oc(-c2ccccc2OC)nc1C#N
    4%, 0, ?, i, 4%, 6%, 2%, 4%, -10
- Cc1ccccc1NS(=O)(=O)c1ccc(C(=O)N2CCCC2)cc1
    -10%, -7, 21µM*, -32%[inhibitor], 0%, ?, -2%, 1%, 5
- CCCCN1/C(=C/c2ccc3ccccc3[n+]2CC)Sc2ccccc21
    10%, 6, 0%, -34%, -1%, ?, -34%[inhibitor], -74%[inhibitor], 13
- O=C(N/N=C/c1ccc(O)cc1)c1cccc(C(F)(F)F)c1
    -32%, -2, ?, -38%[inhibitor], -10%, -2%, -6%, 12%, -5
- CCC(CC)NC(=O)COn1nnc2ccc(S(=O)(=O)N3CCOCC3)cc21
    -17%, -1, -3%, i, 0%, 8%, 6%, 18%, 0
- Fc1cccc(Cl)c1CNCCSc1nnnn1-c1ccccc1
    -3%, -13, -18%, i, /, 1%, /, 17%, /
- CC1=Nc2cc(C(=O)NCCc3ccccc3)ccc2Sc2c(C)ccc(C)c21
    ?, -8, 0.41µM*, i, 11%, ?, 2%, -3%, /
- Cc1nnc(NC(=O)CSc2nnc(CNC(=O)C34CC5CC(CC(C5)C3)C4)n2C2CCCCC2)s1
    10%, -1, -3%, i, 2%, -3%, -4%, 26%, -22
- CN(C(=O)c1ccc(NC(=O)Cc2ccc(NC(=O)C3CCN(C(=O)c4ccccc4)CC3)cc2)cc1)C1CC1
    10%, -45, -8%, ?, -4%, -7%, -6%, -20%, -99*
- Cc1ccc(S(=O)(=O)N2CCN(C(=O)CSc3nnnn3C)CC2)c(C)c1
    4%, 2, -17%, i, 0%, 5%, 1%, 0%, 2
- CC1CCN(C(=O)c2[nH]cnc2C(=O)N2CCN(C(=O)OC(C)(C)C)CC2)CC1
    14%, 10, ?, i, 0%, -40%, ?, 20%, 16
- CCCNC(=O)C1CCN(c2ncnc3c2nc2n3CCCCC2)CC1
    0%, 3, /, i, /, 1%, /, ?, /

Given field by field: part of the list above
CC1CCN(C(=O)c2[nH]cnc2C(=O)N2CCN(C(=O)OC(C)(C)C)CC2)CC1
  GLP1R inv ag: 14% | DRD3 agonist: 10 | KB-V1 MDR tox: ? | PTHR1 ag: i | GLP-1R agonist: 0% | HEK293 tox: -40% | aSyn yeast inh: ? | TDP43 rescue: 20% | DRD3 antagonist: 16
CCCNC(=O)C1CCN(c2ncnc3c2nc2n3CCCCC2)CC1
  GLP1R inv ag: 0% | DRD3 agonist: 3 | KB-V1 MDR tox: / | PTHR1 ag: i | GLP-1R agonist: / | HEK293 tox: 1% | aSyn yeast inh: / | TDP43 rescue: ? | DRD3 antagonist: /

Source: PubChem BioAssay

This is a subset. The share of hits here may be higher or lower than overall.
